PAFAH1B2 FP inh: PAFAH1B2 (human) inhibition; P68402; recombinant PAFAH1B2, FP-rhodamine activity probe, fluorescence polarization; inhibition, % at 3.39 µM; 340,000 compounds, 1.2% hits;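 active means inhibition above the mean of all tested compounds plus 3 SD, cut at about 24% in these data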;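 further: 0% = enzyme with DMSO and 100% = wells lacking PAFAH1B2; many of its hits are not listed in these tables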
Target sequence (P68402 whole entry, looked up): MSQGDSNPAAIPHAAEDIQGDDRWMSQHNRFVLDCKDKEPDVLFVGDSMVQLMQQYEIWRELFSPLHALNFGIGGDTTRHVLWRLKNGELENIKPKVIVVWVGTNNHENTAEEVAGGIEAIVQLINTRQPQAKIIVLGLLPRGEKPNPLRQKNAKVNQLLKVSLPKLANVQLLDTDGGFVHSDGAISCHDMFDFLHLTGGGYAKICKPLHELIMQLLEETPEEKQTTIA
AHR act: human AHR activation | AHR-responsive luciferase reporter cells, luminescence | 320,000 compounds, 2.5% hits | AID 2796 | activation, % at 5 µM; in the data active means activation above about 47%;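 further: 0% = vehicle wells and 100% = reference agonist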
Bcl-xL primary: blocks human Bcl-xL binding to Bim BH3 peptide; GST-Bcl-xL / FITC-Bim BH3 peptide fluorescence polarization; inhibition, % at 10.9 µM; 320,000 compounds, 0.7% hits; AID 2129;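 active means inhibition above the mean of all tested compounds plus 3 SD, cutoff set per campaign, cut at about 30% in these data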;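 further: 0% = DMSO wells and 100% = unlabeled Bim-BH3 peptide competitor; inhibitors lower millipolarization by displacing the labeled peptide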
MCL1 BIM primary: inhibitors of human MCL1 binding to BIM-BH3 peptide; Q07820; GST-MCL1 / FITC-Bim-BH3 fluorescence polarization; inhibition, % at 10.9 µM; 320,000 compounds, 0.68% hits;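 active means inhibition above the mean inhibition of all tested compounds plus 3 SD, set per campaign, cut at about 40% in these data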;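 further: 0% = DMSO wells and 100% = unlabeled Bim-BH3 peptide control; higher means more loss of mP so more displacement of Bim peptide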
PME-1 primary: blocks human protein phosphatase methylesterase 1; recombinant PME-1, FP-Rh probe fluorescence polarization; inhibition, % at 5.9 µM; 320,000 compounds, 0.53% hits; AID 2130;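 active means inhibition above the campaign mean of all compounds plus 3 SD, cut at about 26% in these data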;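 further: competitive labeling of PME-1 active site by serine hydrolase directed probe; 0% = PME-1 with DMSO and 100% = wells lacking PME-1 enzyme; inhibitors block probe labeling so polarization falls and inhibition rises; many of its hits are not listed in these tables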
Target sequence (Q9Y570 whole entry, looked up): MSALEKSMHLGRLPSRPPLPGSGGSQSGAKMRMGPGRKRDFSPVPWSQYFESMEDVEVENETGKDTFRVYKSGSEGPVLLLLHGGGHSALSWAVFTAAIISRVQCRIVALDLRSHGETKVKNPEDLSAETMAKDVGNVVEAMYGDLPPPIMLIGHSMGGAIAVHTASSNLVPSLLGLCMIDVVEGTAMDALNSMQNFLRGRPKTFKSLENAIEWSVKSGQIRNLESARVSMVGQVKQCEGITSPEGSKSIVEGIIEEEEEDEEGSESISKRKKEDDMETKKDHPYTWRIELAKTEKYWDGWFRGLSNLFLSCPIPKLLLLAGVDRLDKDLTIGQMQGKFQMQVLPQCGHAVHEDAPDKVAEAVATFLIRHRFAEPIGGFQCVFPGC
GLD-1 RNA inh: GLD-1-TGE RNA interaction inhibition (C. elegans); purified GLD-1 + fluorescein TGE RNA, fluorescence polarization; inhibition, % at 5.96 µM; 320,000 compounds, 0.44% hits; AID 2280;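 active means percent inhibition above a per-plate cutoff, the plate mean of test compounds plus 3 SD, cut at about 30% in these data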;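 further: 0% = DMSO wells with GLD-1 and probe and 100% = wells lacking GLD-1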
MEX-5 binding: C. elegans MEX-5 TCR-2 RNA binding activity | 300,000 compounds, 0.38% hits | AID 1832 | activity score (negative = inhibition of binding), % at 10 µM | Q9XUB2 | MEX-5/FITC-TCR2 RNA binding, fluorescence polarization; stronger effect = lower value;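 active means inhibition past about -25% in most replicates, and total fluorescence under double the plate's negative control median, limit read from the data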;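 further: 0% = DMSO and -100% = 5 µM competing unlabeled TCR2 RNA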
Fam108B inh: counter-screen for RBBP9 inhibitors: inhibitors of mouse Fam108B; recombinant Fam108B, FP-Rh probe fluorescence polarization; inhibition, % at 9.51 µM; 300,000 compounds, 0.33% hits; AID 1947;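 active means inhibition above the screen mean inhibition plus 3 SD, computed separately per campaign, cut at about 18% in these data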;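 further: inhibitors lower polarization as less probe binds the enzyme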
pPAFAH FP inh: pPAFAH (human) enzyme inhibition | Q13093 | recombinant pPAFAH, FP-rhodamine probe fluorescence polarization | inhibition, % at 3.39 µM | 330,000 compounds, 1.5% hits;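 active means inhibition above the mean inhibition across the screen plus 3 SD, cut at about 25% in these data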;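 further: inhibitors block binding of the rhodamine activity-based probe so polarization drops; 0% = enzyme with DMSO and 100% = wells lacking pPAFAH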
Target sequence (Q13093 whole entry, looked up): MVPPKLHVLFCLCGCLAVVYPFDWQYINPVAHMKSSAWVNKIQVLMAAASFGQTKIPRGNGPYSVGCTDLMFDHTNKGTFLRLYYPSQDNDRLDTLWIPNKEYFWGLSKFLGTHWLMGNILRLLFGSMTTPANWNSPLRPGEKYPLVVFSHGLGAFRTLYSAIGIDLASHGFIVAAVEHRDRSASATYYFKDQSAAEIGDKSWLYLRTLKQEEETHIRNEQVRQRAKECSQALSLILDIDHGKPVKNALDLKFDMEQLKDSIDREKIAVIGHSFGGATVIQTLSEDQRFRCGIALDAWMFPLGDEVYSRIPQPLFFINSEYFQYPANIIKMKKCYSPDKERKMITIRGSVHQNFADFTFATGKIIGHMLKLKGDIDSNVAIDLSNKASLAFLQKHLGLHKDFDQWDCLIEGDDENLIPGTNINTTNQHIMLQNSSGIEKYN
Numbers without * were called inactive; x = no result given.

SMILES	PAFAH1B2 FP inh	AHR act	Bcl-xL primary	MCL1 BIM primary	PME-1 primary	GLD-1 RNA inh	MEX-5 binding	Fam108B inh	pPAFAH FP inh
CN(CC(=O)Nc1cccc(F)c1)C(=O)c1ccc2c(=O)n3c(nc2c1)CCC3	0	0	3	1	-1	2	-0.1	0	2
CC(C)[C@H](NC(=O)c1ccco1)C(=O)NC12CC3CC(CC(C3)C1)C2	16	0	-17	-12	-2	-2	1.4	-3	-10
Cn1c(SCC(N)=O)nnc1-c1ccc(C(C)(C)C)cc1	9	4	-14	-8	4	-1	2.6	-2	4
Cc1noc(NS(=O)(=O)c2ccc(NC(=O)c3cc(=O)c4ccccc4o3)cc2)c1C	2	-1	5	4	-2	-6	-1.0	2	16
CCCCCCc1ccc(N2C[C@H](Cc3ccccc3)[C@@H](CC(=O)NCc3ccc(OC)cc3)C2=O)cc1	-1	-1	-2	-6	-7	-1	1.4	-7	-3
CCOCCN1CCN(c2c(CC)c(C)nc3cc(-c4cc(OC)cc(OC)c4)nn23)CC1	1	-7	4	8	-8	1	0.7	-3	10
CSc1nc(NS(=O)(=O)c2ccc(F)cc2F)nn1C	1	0	8	2	1	2	2.8	-2	0
COc1ccc(CCC(=O)NCCS(=O)(=O)N2CCN(c3ccccc3)CC2)cc1	8	6	3	-2	9	0	2.3	5	3
CN1CCN(C(=S)Nc2ccc(Cl)cc2Cl)CC1	0	3	1	1	0	-5	2.0	-4	3
CCCc1ccccc1OCCNC(C)=O	1	11	-1	10	-6	6	0.8	0	-5
CCn1c(SCC(=O)N2CCN(c3ccccc3)CC2)nnc1-c1cc2cc(Cl)ccc2o1	4	-1	-7	3	1	3	0.0	-2	5
COc1cc(C(=O)NC(C)c2ccc(S(N)(=O)=O)cc2)ccc1OCC(=O)N1CCOCC1 (configuration not stated)	1	0	3	-2	0	10	-0.7	4	3
CCn1c(CC(=O)Nc2ccc(OC)cc2)nnc1SCC(=O)N1CCOCC1	-2	-3	2	3	3	1	0.8	-5	-1
O=C(NNC(=O)c1c(F)cccc1F)c1ccccc1OC(F)(F)F	-2	1	6	11	0	-6	-0.7	-2	1
CN(C)C1=NCCN1CCC1CCCCC1	0	4	-2	0	-2	11	x	2	1
COC(=O)[C@]1(C)N[C@H](CN(C)S(=O)(=O)c2ccc(OC(F)(F)F)cc2)[C@@H]2C(=O)N(C)C(=O)[C@@H]21	9	-1	x	x	x	0	x	x	-4
Cc1ccc(N2C(=O)C3C4C=CC(CNC(=S)N5CCN(c6ccccc6)CC5)(O4)C3C2=O)cc1 (configuration not stated)	-2	1	5	3	12	8	-1.6	1	1
CC(=O)N[C@@H](Cc1ccc(OC(F)(F)F)cc1)C(=O)O	1	6	1	-6	3	4	-3.2	2	5
O=C(Nc1cccc(S(=O)(=O)NC2=NCCC2)c1)c1c(F)cccc1Cl	7	-3	8	1	-1	6	-2.3	4	1
CSC1=NC2C(N1)N(C)C(=O)N2C (configuration not stated)	-3	-2	-5	-6	-8	9	-0.2	1	-4
Cc1c(C)c(C)c(S(=O)(=O)n2[nH]c(=O)c(CCO)c2C)c(C)c1C	6	3	4	0	-7	6	-0.6	0	6
CC(NC(=S)NCc1ccc(F)cc1)C12CC3CC(CC(C3)C1)C2 (configuration not stated)	17	2	3	6	0	1	-0.4	-4	-6
CC1=C(C#N)C(=O)N(C)C(C)(C)C1	7	-2	19	19	-2	14	-4.9	5	4
CCC1CCCCN1C(=O)CCC(=O)Nc1nnc(C(F)(F)F)s1 (configuration not stated)	13	4	-1	7	1	0	-5.0	-1	0
Cc1ccc(C(=O)OCC(=O)NCCC2=CCCCC2)cc1N	6	2	-1	-1	0	4	0.7	-2	9

2 compounds picked at random from those above:
SMILES	PAFAH1B2 FP inh	AHR act	Bcl-xL primary	MCL1 BIM primary	PME-1 primary	GLD-1 RNA inh	MEX-5 binding	Fam108B inh	pPAFAH FP inh
Cc1ccc(C(=O)OCC(=O)NCCC2=CCCCC2)cc1N	6	2	-1	-1	0	4	0.7	-2	9
CN1CCN(C(=S)Nc2ccc(Cl)cc2Cl)CC1	0	3	1	1	0	-5	2.0	-4	3

Other structures follow:
SMILES	PAFAH1B2 FP inh	AHR act	Bcl-xL primary	MCL1 BIM primary	PME-1 primary	GLD-1 RNA inh	MEX-5 binding	Fam108B inh	pPAFAH FP inh
CO/N=C(/c1nonc1N)N1CCN(c2ccc([N+](=O)[O-])cc2)CC1	1	-2	8	11	2	-3	-2.3	2	2
COc1cc(-c2nnc(SCC(=O)OC3CCCCC3)o2)cc(OC)c1OC	-6	4	-9	-16	0	-5	-0.6	-8	-4
O=C(Cc1cccs1)NNC(=O)c1ccc(F)cc1	8	4	1	-3	-9	2	0.2	0	2
COc1cc(/C=C2/C(C)=C(C#N)c3nc(N)c(C#N)c(C)c32)ccc1OCC(=O)O	x	9	31*	29	-6	9	-18	5	24
COc1ccc(-c2nc3nc(N)nn3cc2C)cc1F	3	1	1	-1	-2	-5	0.9	0	-1
O=C(COC(=O)C1CCCCC1)Nc1cccc(Br)c1	-2	0	0	-3	3	6	x	x	7
O=C(Nc1ccc(OCc2ccccc2)cc1)c1ccccc1	1	-2	2	0	3	9	-2.9	-3	8
Cc1nc(SCC(=O)c2ccc(F)c(F)c2)[nH]c(=O)c1Oc1ccc(Cl)cc1	12	2	6	4	1	8	-1.2	0	10
O=S(=O)(Nc1cc(S(=O)(=O)N2CCOCC2)ccc1NCC1CCCO1)c1ccccc1 (configuration not stated)	4	0	4	9	2	5	x	x	3
Cc1cc(C(=O)NCc2ccc(S(N)(=O)=O)cc2)c(C)o1	2	-1	-4	-6	2	-6	-1.5	-5	2
Cc1cccc(NC(=S)NCc2ccc3c(c2)cc(C)n3C)c1C	1	4	7	8	-2	5	0.0	2	11
COc1ccc(CCc2nnc(N)s2)cc1OC	1	5	2	2	3	-4	0.9	2	14
CCOC(=O)/C(C#N)=C1\C(=O)N(Cc2ccccc2)c2ccccc21	1	0	8	0	1	3	0.1	0	3
CC(=O)Nc1ccc2c3c(cccc13)CC2	3	1	-8	-16	-6	-2	-2.1	-4	-10
Cc1cc(NC(=S)Nc2ccccc2)ccc1Br	4	14	0	4	-6	7	1.8	-4	-2
CN(C)c1ccc(/C=C/C(=O)c2ccc(O)cc2)cc1[N+](=O)[O-]	4	9	4	2	-35	-6	-4.4	6	1
CCc1ccc(C(=O)OCC(=O)N(CCOC)c2c(N)n(Cc3ccccc3)c(=O)[nH]c2=O)cc1	3	2	4	1	6	6	3.0	1	3
O=C(/C=C/c1ccc([N+](=O)[O-])cc1)NCCSCc1ccco1	1	9	0	5	0	-1	0.8	4	12
CCc1cc(C(=O)N2CCCC(Nc3ccc(F)c(F)c3)C2)n(C)n1 (configuration not stated)	1	-1	3	-2	-3	0	3.6	2	1
COC(=O)N/N=C\c1ccc(OC/C=C/c2ccccc2)c(OC)c1	6	51*	2	3	-2	9	-0.1	-3	5
O=C(NCc1ccco1)c1cccc2ccccc12	3	-2	0	-7	0	5	0.9	-2	4
COc1ccccc1N1CCN(CCCCN2C(=O)c3ccccc3C2=O)CC1	1	-2	2	-4	1	2	1.7	1	-1
O=S(=O)(NCCCCCCNS(=O)(=O)c1c(F)cccc1F)c1ccc2c(c1)OCCO2	1	-2	4	2	10	-2	x	x	1
CC(CC(=O)N1CCc2ccccc21)n1cccn1 (configuration not stated)	-1	17	4	11	-2	2	0.2	2	-3
CCNC(=O)CSc1nc2cc(S(=O)(=O)Nc3ccc(OC)cc3)ccc2o1	4	2	2	9	1	-2	-0.5	0	16

Some of these compounds in order of molar mass, ascending.
SMILES	PAFAH1B2 FP inh	AHR act	Bcl-xL primary	MCL1 BIM primary	PME-1 primary	GLD-1 RNA inh	MEX-5 binding	Fam108B inh	pPAFAH FP inh
CC(=O)Nc1ccc2c3c(cccc13)CC2	3	1	-8	-16	-6	-2	-2.1	-4	-10
O=C(NCc1ccco1)c1cccc2ccccc12	3	-2	0	-7	0	5	0.9	-2	4
CC(CC(=O)N1CCc2ccccc21)n1cccn1 (configuration not stated)	-1	17	4	11	-2	2	0.2	2	-3
COc1ccc(CCc2nnc(N)s2)cc1OC	1	5	2	2	3	-4	0.9	2	14
O=C(Cc1cccs1)NNC(=O)c1ccc(F)cc1	8	4	1	-3	-9	2	0.2	0	2
O=C(/C=C/c1ccc([N+](=O)[O-])cc1)NCCSCc1ccco1	1	9	0	5	0	-1	0.8	4	12
Cc1cccc(NC(=S)NCc2ccc3c(c2)cc(C)n3C)c1C	1	4	7	8	-2	5	0.0	2	11
O=C(COC(=O)C1CCCCC1)Nc1cccc(Br)c1	-2	0	0	-3	3	6	x	x	7
CCc1cc(C(=O)N2CCCC(Nc3ccc(F)c(F)c3)C2)n(C)n1 (configuration not stated)	1	-1	3	-2	-3	0	3.6	2	1
COc1cc(-c2nnc(SCC(=O)OC3CCCCC3)o2)cc(OC)c1OC	-6	4	-9	-16	0	-5	-0.6	-8	-4
CCNC(=O)CSc1nc2cc(S(=O)(=O)Nc3ccc(OC)cc3)ccc2o1	4	2	2	9	1	-2	-0.5	0	16
CCc1ccc(C(=O)OCC(=O)N(CCOC)c2c(N)n(Cc3ccccc3)c(=O)[nH]c2=O)cc1	3	2	4	1	6	6	3.0	1	3
O=S(=O)(Nc1cc(S(=O)(=O)N2CCOCC2)ccc1NCC1CCCO1)c1ccccc1 (configuration not stated)	4	0	4	9	2	5	x	x	3
O=S(=O)(NCCCCCCNS(=O)(=O)c1c(F)cccc1F)c1ccc2c(c1)OCCO2	1	-2	4	2	10	-2	x	x	1

Continued.
SMILES	PAFAH1B2 FP inh	AHR act	Bcl-xL primary	MCL1 BIM primary	PME-1 primary	GLD-1 RNA inh	MEX-5 binding	Fam108B inh	pPAFAH FP inh
CCCCC(=O)Nc1sc2c(c1C(N)=O)CCC2	-2	-1	1	-3	3	-3	-0.9	-1	-5
N#Cc1ccc(N2CCc3ccccc3C2)c([N+](=O)[O-])c1	5	-2	1	8	3	-4	0.0	3	5
O=S(=O)(c1ccccc1)N1N=C(c2ccc(O)cc2)CC1c1ccco1 (configuration not stated)	3	7	1	-5	10	2	-2.1	1	1
Cc1ccc(CCSCC(=O)O)cn1	6	3	1	6	1	1	-4.3	0	-5
CCCN1CCC(N2CCN(c3cccc(C(F)(F)F)c3)CC2)CC1	-5	1	3	5	-1	0	-1.4	1	4
CC(NC(=O)c1ccccc1NS(C)(=O)=O)c1ccccc1 (configuration not stated)	6	0	3	-3	1	9	-3.2	0	1
O=C(N/N=C/c1cccnc1)C(O)(c1ccccc1)c1ccccc1	2	0	4	4	-1	-5	-0.9	2	-1
O=S1(=O)CCC(NC2CCCC2)C1 (configuration not stated)	-1	2	6	6	-5	1	0.3	0	-5
CCOCCCNC(=O)Cn1cnc2c(cnn2-c2ccc(F)cc2)c1=O	6	1	1	1	3	3	2.0	-4	1
CCCNC(=O)CN1CCN(S(=O)(=O)c2ccc(Br)s2)CC1	17	-1	-2	-3	4	4	x	x	7
CS(=O)(=O)Nc1ccc2[nH]c(=O)[nH]c2c1	5	1	5	4	-5	-6	-0.3	1	-7
CCOC(=O)C(C(=O)c1ccccc1)C1CC(C)NC(=S)N1 (configuration not stated)	3	2	3	17	-3	2	4.6	1	-3
O=C(O)c1ccc(-c2nnn(Cc3cccc(C(F)(F)F)c3)n2)cc1	1	-1	0	-5	-1	-1	-1.9	2	3

This is a subset. The share of hits here may be higher or lower than overall.
